From PubChem
TDP-43 yeast inh: rescues yeast growth from TDP-43 toxicity. TDP-43 expressing yeast growth rescue, BacTiter-Glo, 24 h. Potency, µM (series often up to 46.1 µM), for the others: at the highest dose growth rescue (activation), actives largely listed as activators. 410,000 compounds, 1.8% hits. AID 652104; further: % of control where 0% means no effect; nearly all actives have a fitted effect of over 50% in size
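Yeast cells expressing TDP-43 under galactose induction are exposed to compounds for 24 hr at 30 deg C. BacTiter-Glo luminescence measures growth, so protective compounds score as activators.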
EPAC2 agonist: EPAC2 (human) agonism | 360,000 compounds, 0.079% hits | Potency, µM (doses to about 154 µM), for inactives: top-dose activation, hits mostly activators | Q8WZA2 | EPAC2 activation, biochemical qHTS; response scale: 100% = 6.5 mM cAMP response; further: nearly all actives have a fitted effect of over 50% in size
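Exchange assay: 100 nM EPAC2 with 250 nM Rap1B-BODIPY-GDP and 50 uM GDP. Fluorescence (ex 480/em 540 nm) read every 5 min for 30 min at room temperature. Data normalized to 6.5 mM cAMP as agonist control.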
EPAC1 antag: EPAC1 (human) antagonism | 360,000 compounds, 0.14% hits | O95398 | Potency, µM (highest dose often 115 µM), for inactives: at the highest dose activity change, negative = inhibition, most hits filed as inhibitors | EPAC1 GEF assay, Rap1b-BODIPY-GDP exchange fluorescence | AID 720709;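 further: plate controls were vehicle for no effect and positive control for full effect; nearly all actives have a fitted effect of over 50% in size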
FUS suppressor: FUS proteinopathy suppression in yeast | S. cerevisiae FUS-expressing, growth rescue, OD600, 24 h | Potency, µM (doses to about 76.6 µM), inactives show top-dose growth rescue (activation), most hits filed as activators | 390,000 compounds, 0.24% hits;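 further: plate controls were DMSO vehicle for no effect and reference control for full effect; nearly all actives have a fitted effect of over 55% in size; some results filed as inactive show a strong effect at the top dose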
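FUS-expressing yeast, raffinose-pregrown, induced in 2% galactose minimal medium at OD 0.005; compounds in a dilution series, 24hr at 30C. Growth restoration read as absorbance at 600 nm. CP55940 positive control, DMSO negative.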
PTHR1 agonist: activates the human parathyroid hormone receptor PTHR1; AID 743266; HEK293 GP2 PTHR1 cells, GloSensor cAMP luminescence, 1 h; Potency, µM (series often up to 115 µM), without a hit: at the top dose activation, usual class: activators; 410,000 compounds, 0.075% hits; Q03431; further: nearly all actives have a fitted effect of over 55% in size; some results filed as inactive show a strong effect at the top dose; inactives centre near -15; many of its hits are not listed in these tables
Target sequence (Q03431 whole entry, looked up): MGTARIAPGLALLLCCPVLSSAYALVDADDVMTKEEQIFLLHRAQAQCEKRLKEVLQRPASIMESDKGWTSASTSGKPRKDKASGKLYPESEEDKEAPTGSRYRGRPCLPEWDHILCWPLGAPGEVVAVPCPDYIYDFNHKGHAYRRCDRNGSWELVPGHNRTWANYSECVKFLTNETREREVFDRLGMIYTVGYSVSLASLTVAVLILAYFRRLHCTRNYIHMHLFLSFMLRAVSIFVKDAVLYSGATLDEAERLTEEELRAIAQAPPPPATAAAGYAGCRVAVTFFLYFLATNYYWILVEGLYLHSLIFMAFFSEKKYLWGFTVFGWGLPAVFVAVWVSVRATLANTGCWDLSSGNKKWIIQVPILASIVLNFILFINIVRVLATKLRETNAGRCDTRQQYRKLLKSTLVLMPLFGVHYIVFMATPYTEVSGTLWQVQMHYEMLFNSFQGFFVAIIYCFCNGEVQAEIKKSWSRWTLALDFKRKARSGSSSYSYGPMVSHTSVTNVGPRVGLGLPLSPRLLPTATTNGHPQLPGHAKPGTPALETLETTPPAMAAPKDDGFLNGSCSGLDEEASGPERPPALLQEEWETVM
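HEK-293-derived GP2 cells expressing PTHR1 and a GloSensor cAMP reporter, 3,000/well, plated overnight, given luciferin plus IBMX (each 0.5 mM as added) for 1 h at 37 °C, then compound for 1 h at 37 °C. Luminescence was read after 15 min at room temperature.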
aSyn yeast inh: inhibitors of alpha-synuclein toxicity in yeast; Yeast expressing alpha-synuclein, growth rescue, BacTiter-Glo, 24 h; Potency, µM (titrated, usually from 46.1 µM), inactives show at the highest dose growth rescue (activation), most hits filed as activators; 370,000 compounds, 0.14% hits; AID 652106; further: % of control where 0% means no effect; nearly all actives have a fitted effect of over 65% in size
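Screening used galactose-induced yeast with toxic alpha-synuclein levels, exposed to compound for 24 hr at 30 deg C. Cell growth, read with BacTiter-Glo luminescence, gave the measured signal.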
EPAC2 antag: EPAC2 (human) antagonism; Q8WZA2; EPAC2 GEF exchange of Rap1B-BODIPY-GDP, fluorescence; 360,000 compounds, 0.18% hits; AID 720708; Potency, µM (doses to about 114 µM), for inactives: at the highest dose activity, negative = inhibition, actives largely listed as inhibitors; further: on the % scale 0 is the no-effect control and ±100 the full control effect; nearly all actives have a fitted effect of over 45% in size; many of its hits are not listed in these tables
EPAC1 agonist: agonists of human EPAC1; O95398; EPAC1 agonist qHTS, biochemical assay; response scale: 100% = response to 6.5 mM cAMP; Potency, µM (titrated, usually from 154 µM), inactives show at the highest dose activation, most hits filed as activators; 360,000 compounds, 0.073% hits; further: nearly all actives have a fitted effect of over 60% in size
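Compounds were pinned as a concentration titration into mixtures of EPAC1 (100 nM), BODIPY-GDP-loaded Rap1B (250 nM) and GDP (50 uM). After 5 min at room temperature, fluorescence was followed for 30 min; activity was scaled to 6.5 mM cAMP.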
* marks the source's active call; other numbers are inactive results; i = inactive; ? = inconclusive; / = not tested or not shown; [ ] = remark or other dose. The call rests on the fitted dose curve; in most records, active means well fitted curve in the direction sought with a large enough effect; inconclusive means small, poorly fitted or top-dose-only effect, or another doubt; inactive means no such curve, though single readings can be large; an effect the other way counts as inactive or inconclusive. Potency means the concentration at half of the fitted maximal effect. These rows are one share of the data (hit frequency here may not be typical).

Fields: TDP-43 yeast inh	EPAC2 agonist	EPAC1 antag	FUS suppressor	PTHR1 agonist	aSyn yeast inh	EPAC2 antag	EPAC1 agonist
1	COC(=O)C1=C(c2ccc(OC)c(OC)c2)C[C@@H]2CC[C@H]1N2C(=O)NCc1ccco1
    7.9%	3.4%	6.7%	-0.5%	i	1.1%	11.5%	-10.1%
2	O=C1NC(=S)NC(=O)C12C(c1ccccc1)NC(=S)NC2c1ccccc1 (configuration not stated)
    -8.3%	11.4%	?	10.3%	-20.5%	2.1%	-9.9%	2.4%
3	Cc1nc2cc(OC(=O)N(C)Cc3cccc(-c4ccncc4)c3)ccc2s1
    10µM*	4.8%	4.3%	6.8%	-65.7%[inhibitor]	1.9%	-12.7%	16.0%
4	O=C1CN=C(c2ccccc2)c2oc3ccc(Br)cc3c2N1
    20.4%	0.7%	-11.2%	7.6%	i	3.3%	0.1%	14.1%
5	O=P(NS(=O)(=O)c1ccc(Cl)cc1)(Oc1ccccc1)Oc1ccccc1
    7.1%	-0.3%	-0.3%	4.3%	-15.4%[57.5 µM]	6.1%	-2.0%	-6.2%
6	OC(CN1CC=C(c2ccccc2)CC1)c1ccccc1 (configuration not stated)
    -2.2%	13.4%	0.4%	-3.0%	-6.3%	-4.6%	-1.5%	-1.6%
7	C[C@@H]1C(=O)O[C@H]2[C@H](O)[C@]34[C@@H]5OC(=O)[C@]3(OC3OC(=O)[C@H](O)C34[C@H](C(C)(C)C)[C@@H]5O)[C@@]12O (some centres not stated)
    0.0%	4.6%	6.7%	-32.7%	?	3.1%	3.6%	-13.7%
8	CC/C(=N\NC(N)=O)c1c(O)[nH]c(=O)[nH]c1=O
    -4.1%	8.0%	-1.5%	14.8%	18.1%	1.5%	0.8%	-5.8%
9	Cc1nc2c(c(=O)[nH]1)C(c1ccc([N+](=O)[O-])cc1)c1c(c3ccccc3oc1=O)O2 (configuration not stated)
    21.4%	-4.0%	-2.8%	-7.8%	i	2.6%	-0.4%	19.7%
10	CC(C)c1cccc(O)c(=O)c1
    ?	-3.7%	6.0%	-33.5%	-2.2%	4.9%	-11.5%	-3.5%

Later entries
Fields: TDP-43 yeast inh	EPAC2 agonist	EPAC1 antag	FUS suppressor	PTHR1 agonist	aSyn yeast inh	EPAC2 antag	EPAC1 agonist
11	NC1=Nc2ccccc2Oc2ccccc21
    -2.2%	-1.4%	3.5%	19.4%	i	-9.6%	2.5%	1.4%
12	CCN(CC)c1ccc(/C=C2\C(=O)NC(=O)N(CC3CCCO3)C2=O)cc1 (configuration not stated)
    19.0%	0.6%	-9.5%	-2.9%	-2.3%	-2.5%	8.0%	10.1%
13	CC(C)(C)P(=O)(N1CCOCC1)N1CCOCC1
    15.2%	0.0%	1.5%	-19.3%	i	-1.5%	-4.6%	3.4%
14	CN(C)C(=O)Oc1ccc(Cl)c2ccccc12
    -5.9%	5.9%	-3.5%	7.8%	-3.3%[57.5 µM]	10.6%	2.7%	8.8%
15	CC1CCC2[C@@H](C)C(=O)OC3O[C@]4(C)CCC1C32OO4 (some centres not stated)
    ?	4.0%	-7.5%	3.1%	i	0.7%	13.3%	1.9%
16	O=c1[nH]c(=O)n(C2CCCCCC2)c(O)c1C=NC1CCN(Cc2ccccc2)CC1
    -6.9%	11.3%	-8.4%	18.0%	-13.4%[57.5 µM]	-2.7%	-10.7%	-0.6%
17	CCCCCC1(C(C)C)C(=O)NC(=S)NC1=O
    11.9%	1.4%	4.2%	/	i	1.9%	6.7%	-1.5%
18	CC(Cc1cccs1)NCc1ccccc1 (configuration not stated)
    -20.0%	11.9%	4.6%	8.8%	i	-1.0%	3.4%	11.5%
19	O=C(Nc1ccc(N2CCOCC2)cc1)C1CCN(S(=O)(=O)c2cccc(C(F)(F)F)c2)CC1
    5.7%	4.1%	-7.0%	14.5%	-81.2%[inhibitor]	-1.2%	7.5%	-3.7%
20	CCOC(=O)c1c(C=O)c2ccccc2n1Cc1ccccc1
    -3.3%	8.5%	-4.2%	13.6%	-20.7%	-11.1%	?	11.9%

Entries of single compounds from above:
CCOC(=O)c1c(C=O)c2ccccc2n1Cc1ccccc1 is entered as TDP-43 yeast inh = -3.3%; EPAC2 agonist = 8.5%; EPAC1 antag = -4.2%; FUS suppressor = 13.6%; PTHR1 agonist = -20.7%; aSyn yeast inh = -11.1%; EPAC2 antag = ?; EPAC1 agonist = 11.9%
COC(=O)C1=C(c2ccc(OC)c(OC)c2)C[C@@H]2CC[C@H]1N2C(=O)NCc1ccco1 is entered as TDP-43 yeast inh = 7.9%; EPAC2 agonist = 3.4%; EPAC1 antag = 6.7%; FUS suppressor = -0.5%; PTHR1 agonist = i; aSyn yeast inh = 1.1%; EPAC2 antag = 11.5%; EPAC1 agonist = -10.1%

Eleven consecutive compounds from above, quoted:
Fields: TDP-43 yeast inh	EPAC2 agonist	EPAC1 antag	FUS suppressor	PTHR1 agonist	aSyn yeast inh	EPAC2 antag	EPAC1 agonist
4	O=C1CN=C(c2ccccc2)c2oc3ccc(Br)cc3c2N1
    20.4%	0.7%	-11.2%	7.6%	i	3.3%	0.1%	14.1%
5	O=P(NS(=O)(=O)c1ccc(Cl)cc1)(Oc1ccccc1)Oc1ccccc1
    7.1%	-0.3%	-0.3%	4.3%	-15.4%[57.5 µM]	6.1%	-2.0%	-6.2%
6	OC(CN1CC=C(c2ccccc2)CC1)c1ccccc1 (configuration not stated)
    -2.2%	13.4%	0.4%	-3.0%	-6.3%	-4.6%	-1.5%	-1.6%
7	C[C@@H]1C(=O)O[C@H]2[C@H](O)[C@]34[C@@H]5OC(=O)[C@]3(OC3OC(=O)[C@H](O)C34[C@H](C(C)(C)C)[C@@H]5O)[C@@]12O (some centres not stated)
    0.0%	4.6%	6.7%	-32.7%	?	3.1%	3.6%	-13.7%
8	CC/C(=N\NC(N)=O)c1c(O)[nH]c(=O)[nH]c1=O
    -4.1%	8.0%	-1.5%	14.8%	18.1%	1.5%	0.8%	-5.8%
9	Cc1nc2c(c(=O)[nH]1)C(c1ccc([N+](=O)[O-])cc1)c1c(c3ccccc3oc1=O)O2 (configuration not stated)
    21.4%	-4.0%	-2.8%	-7.8%	i	2.6%	-0.4%	19.7%
10	CC(C)c1cccc(O)c(=O)c1
    ?	-3.7%	6.0%	-33.5%	-2.2%	4.9%	-11.5%	-3.5%
11	NC1=Nc2ccccc2Oc2ccccc21
    -2.2%	-1.4%	3.5%	19.4%	i	-9.6%	2.5%	1.4%
12	CCN(CC)c1ccc(/C=C2\C(=O)NC(=O)N(CC3CCCO3)C2=O)cc1 (configuration not stated)
    19.0%	0.6%	-9.5%	-2.9%	-2.3%	-2.5%	8.0%	10.1%
13	CC(C)(C)P(=O)(N1CCOCC1)N1CCOCC1
    15.2%	0.0%	1.5%	-19.3%	i	-1.5%	-4.6%	3.4%
14	CN(C)C(=O)Oc1ccc(Cl)c2ccccc12
    -5.9%	5.9%	-3.5%	7.8%	-3.3%[57.5 µM]	10.6%	2.7%	8.8%

New compounds follow:
Fields: TDP-43 yeast inh	EPAC2 agonist	EPAC1 antag	FUS suppressor	PTHR1 agonist	aSyn yeast inh	EPAC2 antag	EPAC1 agonist
21	C#C[C@@]1(O)CCC2C3CCC4=C/C(=N/OCC(=O)NC(C(=O)O)C(C)O)CC[C@]4(C)C3CC[C@@]21C (some centres not stated)
    -19.8%	14.0%	-4.3%	39.2%	-40.9%[inhibitor]	-0.9%	0.9%	6.0%
22	CCN(C(=O)COC(=O)c1cn(C)c2ccccc12)c1ccc(F)cc1
    21.0%	7.3%	-8.5%	17.3%	-31.6%	5.2%	-10.1%	1.2%
23	Cc1cc(N2CCCC2)ccc1C=C(C#N)C#N
    -2.8%	18.6%	-4.1%	8.3%	i	10.6%	18.8%	1.5%
24	COC(=O)C1=C(c2cc3ccccc3o2)C[C@@H]2CC[C@H]1N2C(=O)NCCO
    15.3%	4.1%	-9.4%	6.5%	-4.9%	-0.5%	23.8%	0.6%
25	c1ccc(C2c3ccccc3-n3nncc3CN2CC2CCCCC2)cc1 (configuration not stated)
    15.8µM*	12.2%	-16.8%	18.6%	i	-28.8%	-25.5%	-12.7%
26	COc1ccc(-c2cc(=NCC(=O)O)c3ccccc3o2)cc1
    16.9%	-7.1%	9.1%	-5.6%	i	-6.2%	-11.8%	-1.0%
27	CN1CSC(=S)N(C)C1
    -87.8%[inhibitor]	11.0%	-22.3%	/	-5.2%	-30.0%[inhibitor]	-6.1%	0.5%
